# High-throughput results deposited in PubChem BioAssay by several laboratories.
# NPY-Y1 PAM-ag: potentiators or agonists of human neuropeptide Y receptor Y1 | P25929 | NPY-Y1 expressing cells, potentiator/agonist activation | activation, % at 3.6 µM | 220,000 tested, 0.37% active | AID 1304; in the data active = activation above about 33%, passing the limit was not always enough;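 also: cells stimulated with NPY at EC10 then isoproterenol at EC100; 0% = low agonist plus stimulus and 100% = saturating agonist plus stimulus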
# Target sequence (P25929 whole entry, looked up): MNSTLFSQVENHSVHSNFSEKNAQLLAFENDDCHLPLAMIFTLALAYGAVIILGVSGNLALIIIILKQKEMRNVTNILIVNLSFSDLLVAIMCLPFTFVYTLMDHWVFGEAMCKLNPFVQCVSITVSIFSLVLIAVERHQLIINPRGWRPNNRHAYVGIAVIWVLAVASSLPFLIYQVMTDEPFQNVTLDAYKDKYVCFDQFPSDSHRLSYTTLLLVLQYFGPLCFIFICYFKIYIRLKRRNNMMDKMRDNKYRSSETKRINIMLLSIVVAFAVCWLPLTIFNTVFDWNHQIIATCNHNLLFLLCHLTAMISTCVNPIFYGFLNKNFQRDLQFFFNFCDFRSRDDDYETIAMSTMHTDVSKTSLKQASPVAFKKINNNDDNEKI
# NPY-Y1 antag: antagonists of human neuropeptide Y receptor Y1. P25929. HEK293-CNG Y1 cells, membrane potential fluorescence; NPY at EC95, then isoproterenol. inhibition, % at 3.6 µM. 200,000 tested, 1% active. AID 1040;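 active = inhibition above the campaign mean inhibition of all tested compounds plus 3 SD, cut at about 20% in these data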;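 also: 0% = DMSO wells given NPY plus isoproterenol and 100% = isoproterenol alone without NPY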
#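 Material: HEK293 cells with Y1 receptor plus CNG channel; times: compound incubation 1 h at room temperature, readout 45 min post-stimulation; signal: fluorescence, membrane potential probe; read-out basis: fluorescence ratio normalized to % inhibition between controls; benchmarks: full-block control isoproterenol-only wells, zero-block control NPY plus isoproterenol wells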
# 14-3-3 Bad PPI: disrupts binding of bovine 14-3-3 zeta to phospho-Bad peptide. P63103. TR-FRET 14-3-3zeta/Dy647-pBad peptide displacement, 1 h. inhibition, % at 21.7 µM. 220,000 tested, 0.71% active;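 active = inhibition above about 70%, limit read from the data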;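 also: 0% = full 14-3-3 plus peptide FRET controls and 100% = background without 14-3-3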
# Target sequence (P63103 whole entry, looked up): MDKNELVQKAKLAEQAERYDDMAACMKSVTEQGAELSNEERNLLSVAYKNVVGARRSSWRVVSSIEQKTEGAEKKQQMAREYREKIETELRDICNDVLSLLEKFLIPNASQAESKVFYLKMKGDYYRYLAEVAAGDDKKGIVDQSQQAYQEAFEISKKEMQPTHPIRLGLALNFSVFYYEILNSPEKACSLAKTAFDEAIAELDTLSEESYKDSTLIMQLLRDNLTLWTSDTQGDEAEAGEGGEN
# EP2 antag: inhibitors of human EP2 prostaglandin E2 receptor | 260,000 tested, 0.52% active | C6 glioma cells expressing human EP2, cAMP TR-FRET; cells stimulated with saturating PGE2 | inhibition, % at 25 µM | P43116;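 active = percent inhibition above 40 after rounding to a whole number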;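 also: rat C6 glioma host cells with rolipram phosphodiesterase inhibitor present; the protocol text gives 20 µM as final concentration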
# Target sequence (P43116 whole entry, looked up): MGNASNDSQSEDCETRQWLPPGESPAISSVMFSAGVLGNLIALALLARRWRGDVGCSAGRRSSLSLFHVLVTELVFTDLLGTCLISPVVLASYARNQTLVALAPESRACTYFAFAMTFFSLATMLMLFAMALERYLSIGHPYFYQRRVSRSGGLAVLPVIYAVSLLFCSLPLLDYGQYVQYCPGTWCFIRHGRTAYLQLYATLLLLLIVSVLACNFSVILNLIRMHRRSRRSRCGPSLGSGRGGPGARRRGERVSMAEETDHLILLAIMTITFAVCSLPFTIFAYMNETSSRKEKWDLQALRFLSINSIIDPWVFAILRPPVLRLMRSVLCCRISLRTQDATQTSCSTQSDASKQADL
# EP2 mod: modulates human prostaglandin E2 receptor EP2 signaling; P43116; EP2-expressing cells, cAMP HTRF FRET, PGE2 co-stimulation; induction, % at 25 µM; 260,000 tested, 0.83% active;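 active = compounds whose cAMP rise, as percent of the full-agonist control response, exceeds 60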;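 also: rat C6 glioma line stably carrying human EP2 under a CMV promoter; the protocol text gives 20 µM as final concentration; 100% = response of wells given 1 µM PGE2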
# TRPN1 ag: agonists of zebrafish TRPN1 channel. HEK293 zebrafish TRPN1-YFP, Fluo-8 calcium fluorescence; 100% = response to 87 µM carbachol. activation, % at 3 µM. 220,000 tested, 0.18% active. AID 1424;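 active = activation above its plate's cutoff, the mean activation of test wells on that plate plus 3 SD, cut at about 19% in these data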;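 also: 0% = DMSO alone and 100% = 87 µM carbachol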
#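 Material: zebrafish TRPN1-YFP in HEK293 cells. Doses: one dose of 3 µM, 0.3% DMSO. Incubation: dye 1 h 37 °C plus 30 min RT. Measured by: intracellular calcium fluorescence with Fluo-8.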
# CHOP inh: blocks CHOP induction under ER stress | CHO-K1 CHOP-promoter luciferase, tunicamycin-induced, 15-18 h | inhibition, % at 10 µM | 220,000 tested, 3.8% active | AID 2732;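 active = compounds that reduced the stress-induced luciferase reporter signal by more than about 70% of percent inhibition, limit read from the data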;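 also: 0% = tunicamycin plus vehicle and 100% = wells without tunicamycin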
# TRPML3 ag: human mucolipin-3 channel agonism. Q8TDD5. HEK293 TRPML3-YFP, Fluo-8 calcium fluorescence; 100% = the carbachol control signal. activation, % at 3 µM. 220,000 tested, 0.29% active;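 active = activation above its plate's cutoff, the mean activation of the plate's test wells plus 3 SD, cut at about 12% in these data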;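 also: 0% = DMSO only wells and 100% = carbachol wells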
#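 Material: HEK293 cells stably carrying human TRPML3-YFP; compound dosing: single dose, 3 µM final nominal compound, 0.3% DMSO final; incubation: 1-h 37 °C dye load, 5-s basal, 120-s post-compound reads; technique: Fluo-8 intracellular calcium fluorescence, excitation 470-495 nm, emission 515-575 nm; read-out basis: percent activation from peak-to-basal fluorescence ratio, scaled between DMSO and carbachol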
# PPC-1+TRAIL kill: compounds killing PPC-1 cancer cells with TRAIL present (potentiator screen, no TRAIL-free arm) | PPC-1 cells + TRAIL, ATPLite viability luminescence | cell killing (% activity), % at 4 µM | 220,000 tested, 0.41% active;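 active = cell killing above 50% in the first pass at 4 µM, then a duplicate retest at 5 µM averaging 50% or more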;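 also: plate controls were cells with TRAIL plus DMSO for no effect and medium-only wells lacking cells for full effect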
# Starred values were filed as active, the others as inactive; . = no result given; & = joins results of further samples; [ ] = dose if it differs, or a comment.
SMILES,NPY-Y1 PAM-ag,NPY-Y1 antag,14-3-3 Bad PPI,EP2 antag,EP2 mod,TRPN1 ag,CHOP inh,TRPML3 ag,PPC-1+TRAIL kill
Cc1ccc(Cl)cc1N1CCN(c2cccc[n+]2C)CC1,-16.8,10.5,-3.2,7.7,12.9,2.0,18.8,0.4,13.3
COc1ccc(OC)c(C2C(C(N)=O)=C(C)Nc3nc(CCCO)nn32)c1 (configuration not stated),8.6,0.4,2.2,7.0,10.7,-1.4,31.2,-0.1,-2.6
Cn1c(COc2cccc3ccccc23)nnc1SCC(=O)OC1CCCCC1,-27.9,.,4.5,1.0,42.3,-1.4,20.5,0.1,-9.2
O=C(CN1CCC(n2nnc3cc(F)ccc32)CC1)N1CCc2ccccc2C1,16.4,-10.5,-1.6[fluorescence artefact?],23.2&10.5,-5.8&-31.9,0.1,11.5,-0.4,-15.2
Cc1ccc(C)c(NC(=O)CSc2ccc(-c3cccs3)nn2)c1,5.9,2.0,12.0,2.6,21.5,1.5,26.9,0.9,11.9
Cc1ccc(CSc2ncnc3c2cnn3-c2ccccc2)cc1,3.5,0.5,2.7[fluorescence artefact?],6.4,-8.1,0.8,28.6,0.7,18.8
COc1ccccc1NC(=O)CSc1nnc(Cn2cnc3ccccc32)n1C,3.3,-1.2,-4.9[fluorescence artefact?],14.3,11.6,0.7,-4.4,0.2,12.8
O=C(O)c1ccc2noc(-c3ccccc3)c2c1,-3.5,2.9,0.3[fluorescence artefact?],13.5,32.2,0.6,-9.8,0.2,-27.8
COC(=O)NNS(=O)(=O)c1ccc(C)cc1,-16.7,0.3,-2.6[fluorescence artefact?],10.7,22.2,1.2,0.3,0.8,21.0
Cc1cc(C(=O)Nc2c(F)cc(F)cc2Br)no1,-4.7,-0.6,-2.7,7.7,20.3,0.9,-13.4,-0.5,4.8
S=c1nc(-c2ccccc2)n(CCCn2ccnc2)c2c1CCCC2,-0.5,4.2,0.8,12.1,18.6,2.0,24.5,0.7,9.9
O=C(c1ccc([N+](=O)[O-])cc1)N1CCSC1c1cccc(Cl)c1 (configuration not stated),-6.5,-1.7,3.3,11.9,32.8,-1.7,27.9,0.3,21.8
O=S(=O)(NCc1ccco1)N1CCOCC1,-9.9,0.0,-5.6,10.1,-8.3,-0.3,-19.4,0.4,1.9
CCC12CN3CC(CC)(CN(C1)C3c1c(O)ccc3ccccc13)C2=O (configuration not stated),9.9,3.5,6.1,11.2,12.5,-1.0,-4.9,-0.3,11.6
COc1ccc(/C=C/C(=O)NC(=S)NNC(=O)c2cccnc2)cc1,-11.8,5.8,-5.1[fluorescence artefact?],8.2,5.4,0.0,97.6*,0.4,9.5
Cc1nc(NC(=O)C23CC4CC(CC(C4)C2)C3)sc1Cc1ccc2c(c1)OCO2,21.9,8.8,-3.1[fluorescence artefact?],8.8,23.2,1.7,-19.9,0.7,9.3
Oc1cccc(Oc2ncc(C(F)(F)F)cc2Cl)c1,2.7,3.5,-4.3,7.6,21.8,-2.2,-13.3,-0.7,22.7
COc1ccccc1C(=O)NNC(=O)c1ccncc1,10.5,-1.4,-12.8,6.6,27.5,0.9,-18.8,0.9,5.5
Cc1cc(C)cc(-n2c(C)c3c(C)nnc(C)c3c2C)c1,-29.2,-0.4,-0.9[fluorescence artefact?],7.4,-43.8,-0.2,36.6,0.8,20.5
COCCN1Cc2cccc(C(=O)Nc3c(C)cccc3C)c2C1=O,2.7,-1.8,-11.6,17.0,30.8,0.2,-6.5,-0.7,-7.3
C=C1c2cc(C)ccc2NC(=O)N1c1ccccc1,10.5,-2.3,-5.5[fluorescence artefact?],9.8,13.5,0.6,23.3,0.4,14.8
COc1ccc(S(=O)(=O)Oc2cccc(/C=N/N=C3/NC(=O)C(CC(=O)O)S3)c2)cc1 (configuration not stated),-5.0,1.5,13.7,5.2,-11.9,-1.9,6.4,-0.9,11.1
Cc1cccc(NCC(=O)N/N=C\c2c[nH]c3ccccc23)c1,2.4,-5.3,-11.0,9.6,-46.4,0.5,-11.5,0.2,.
Cc1ccc(NC(=O)CCC(=O)NNC(=O)c2ccco2)cc1C,5.1,3.5,-4.8,6.8,12.4,-0.3,11.4,0.7,-6.3
COC(=O)c1cccc(NC(=O)c2ccc(OC)c(Cl)c2)c1,1.8,0.7,-7.5,12.8,-69.2,2.0,8.8,0.3,4.4
COc1cccc(C(=O)NC2CCN(C(=O)N3c4ccccc4Sc4ccccc43)CC2)c1,11.1,0.1,-6.4,23.5,17.0,-0.4,35.4,1.7,12.3
O=C(O)c1ccc(/C=N/N2CCN(Cc3ccc(Cl)cc3)CC2)cc1,15.6,1.3,-2.9,10.3,-32.0,1.0,-2.7,0.3,.
CC(C)(C)NC(=O)CCSc1nnc(-c2ccco2)o1,4.3,-0.1,0.2,8.1,-1.2,0.4,-9.2,-0.1,19.9
COC(=O)c1sc(NC(=S)NC(=O)c2ccc(F)cc2)nc1C,-8.6,-0.5,-1.9,10.1,-18.8,0.6,17.4,0.6,10.0
Cc1[nH]c2ccccc2c1[C@H]1[C@@H](CC#N)C1(C)C,0.2,-1.6,-11.2,7.7,-1.9,-1.2,48.7,0.3,-5.4
CC(C)C(c1nnnn1C1CCCC1)N1CCc2ccccc21 (configuration not stated),-10.3,7.4,-14.3,3.3,-6.1,-1.3,24.2,-1.1,11.8
O=[N+]([O-])c1ccc(Oc2ccc(Oc3ccc(C(F)(F)F)cn3)cc2)nc1,-12.6,.,-8.5,11.7,-10.7,-0.8,5.7,0.2,16.9
N#Cc1cc2c(nc1SCC(=O)N1CCCCC1)CCCCC2,-26.0,1.3,4.4,8.3,14.1,-1.0,16.7,0.0,-1.9
COc1ccc(NC(=O)c2ccc(S(=O)(=O)N(C)c3ccccc3)cc2)cn1,27.5,.,-2.6,4.4,-5.5,11.6,12.7,5.1,16.7
CCCCC(=O)NC(=S)Nc1ccccc1N1CCCCC1,9.9,0.9,-1.8,8.3,41.2,1.3,64.2,0.5,7.0
O=C1OC(COc2ccc(Br)cc2)CN1c1ccccc1 (configuration not stated),-10.7,.,-0.7,6.9,-7.0,2.7,9.4,1.1,0.6
CC(=O)c1cccc(N=Nc2c(C)[nH]c3ccccc23)c1,18.8,-7.2,-19.9,28.2,-49.3,0.8,23.2,0.3,20.6
CCOc1ccc(N=C(NC#N)SCC(=O)NC2CC2)cc1,10.0,-4.2,-12.3,1.9,13.1,0.6,34.6,0.3,-6.1
Nc1nc(Nc2cccc(Cl)c2)nc(NCCO)c1[N+](=O)[O-],7.3,.,-2.4,4.6,-1.5,-3.0,-6.2,-1.4,11.0
O=c1c2ccccc2[nH]c(=S)n1CCN1CCc2ccccc2C1,11.7,.,0.1,5.2,-4.5,4.0,21.7,2.4,23.6
CCn1c(=O)cc(OCC(=O)NCc2cccs2)c2ccccc21,-10.2,16.5,-7.9,15.2,-43.8,0.6,15.4,0.9,-7.0
CC(=O)Nc1sc(N/N=C/c2ccc(C)cc2)nc1-c1ccc(C)cc1,46.3,.,-6.0,10.9,-10.2,-1.4,16.7,-0.2,10.1
O=C(NCc1nnc(SCC(=O)N2CCOCC2)o1)c1c(F)cccc1Cl,2.7,-0.7,-12.0,5.1,7.4,2.1,24.6,0.5,1.7
CCN1CCn2c3c(c4cc(Br)ccc42)CCCC31 (configuration not stated),-23.7,14.0,.,12.5,.,-0.4,.,0.3,.
CCCN1CCN(CCCNC(=O)Cn2cc3c(n2)CCCC3)CC1,-9.0,-0.2,4.0,3.5,8.8,-0.2,-6.8,0.7,1.2
COCCn1c(SC(C)C(=O)Nc2ncc(Cl)cc2Cl)nc2ccccc21 (configuration not stated),-14.3,1.2,2.8,13.7,5.7,-1.2,24.0,-0.9,-7.2
CC(C)Oc1ccc(C(=O)NC(C)(C)CO)cc1,6.3,0.7,3.8,7.3,17.2,-0.8,-1.3,1.1,21.8
CCn1c(=O)c2ccccc2n2c(SCC(=O)NCc3cccs3)nnc12,17.0,-0.3,-5.1,6.9,7.8,1.8,-12.0,0.7,10.3
CCOC(=O)c1nn(-c2ccc([N+](=O)[O-])cc2)cc1O,5.8,.,-3.8,7.3,-14.2,0.1,5.1,-0.9,-7.6
CCN1CCCc2cc(CN(CCN3CCOCC3)C(=S)Nc3cccc(C)c3)ccc21,3.3,0.2,11.7,3.1,25.1,-0.8,1.5,1.0,11.9
CCCCC(=O)N(Cc1nc2sc(C)c(C)c2c(=O)[nH]1)C1CCCC1,-20.4,1.5,-14.1,5.8,28.7,0.2,23.6,0.2,-6.6
N#Cc1nc(-c2ccco2)oc1NCc1ccc(F)cc1,7.8,4.3,-12.5,0.7,4.0,-2.1,-13.5,-1.3,17.4
O=c1/c(=C/c2cn(-c3ccccc3)nc2-c2ccc(F)cc2)sc2nc3ccccc3n12,11.8,0.1,-2.3,6.4,7.8,1.2,20.9,-0.2,10.9
CCOC(=O)N1CCC(Nc2c(-c3ccc(C)c(C)c3)c(=O)c2=O)CC1,-22.6,9.5,1.8,5.7,-16.7,-0.2,23.2,-0.8,-1.6
CCC(C)NC(=O)CN1C(=O)NC2(CCc3ccccc3C2)C1=O (configuration not stated),3.8,2.6,-9.2,7.2,5.3,0.8,3.9,1.0,-11.7
Cc1ccc2[nH]c(=O)c(CN(Cc3ccco3)C(=O)CN3CCCC(C)C3)cc2c1 (configuration not stated),-20.2,4.0,-12.7,9.2&5.9,-7.8&-24.4,-1.5,3.9,1.0,15.2
O=C(O)c1ccc(-n2nc(C(F)(F)F)c3c2-c2ccoc2CC3)cc1,1.1,2.0,9.4,8.1,-14.1,-0.7,20.5,0.3,1.4
O=C(CNC(=O)c1ccccc1Cl)N/N=C/c1ccc([N+](=O)[O-])s1,9.0,-5.8,11.6,12.8,-4.2,2.1,-41.6,0.0,13.0
CC(C)(C)C(=O)Nc1ccc(N2CCCC2)cc1,10.3,-0.4,-3.0,8.9,-11.8,-0.7,27.1,-0.3,1.4

# Single records (already shown):
# CC(=O)Nc1sc(N/N=C/c2ccc(C)cc2)nc1-c1ccc(C)cc1 in the list: NPY-Y1 PAM-ag: 46.3; NPY-Y1 antag: .; 14-3-3 Bad PPI: -6.0; EP2 antag: 10.9; EP2 mod: -10.2; TRPN1 ag: -1.4; CHOP inh: 16.7; TRPML3 ag: -0.2; PPC-1+TRAIL kill: 10.1
# CCn1c(=O)c2ccccc2n2c(SCC(=O)NCc3cccs3)nnc12 in the list: NPY-Y1 PAM-ag: 17.0; NPY-Y1 antag: -0.3; 14-3-3 Bad PPI: -5.1; EP2 antag: 6.9; EP2 mod: 7.8; TRPN1 ag: 1.8; CHOP inh: -12.0; TRPML3 ag: 0.7; PPC-1+TRAIL kill: 10.3

# This is a subset; the hit share may differ from the screen's.
